# Yeast superoxide: reduction of superoxide in aged yeast, primary screen, HTS; hit rate 0.18% among 330,000; S. cerevisiae aged cells, superoxide DHE fluorescence; hits give low values; AID 2690, 2010; superoxide response (% of plate mean), % at 10 µM;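 active = superoxide response under a set limit, about three screen SD below normal, cut at about 65% in these data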;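 also: yeast aged for seven days with compound at 30 °C before DHE staining; 100% = average MFI of all compound-treated wells on the plate with controls excluded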
# LAP4 TOR yeast: modulators of LAP4-GFP expression in yeast, primary screen, S. cerevisiae, multiplex flow cytometry, MLPCN library; 3 h; median GFP as percent of DMSO wells; GFP response vs DMSO, % at 10 µM; hit rate 0.34% among 320,000;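 active = GFP response vs DMSO above a set limit, about the screen mean plus 3 SD, cut at about 150% in these data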
# AHR act: AHR activators, primary screen, cell-based, luminescence, luciferase reporter, human; hit rate 2.5% among 320,000; activation, % at 5 µM; AHR-responsive luciferase reporter cells; in the data active = activation above about 47%;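 also: 0% = vehicle wells and 100% = reference agonist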
# procasp7 counter: procaspase-7 activators, primary screen, counter-screen for procaspase-3 activator project, biochemical, absorbance, HTS, human | activation, % at 8.5 µM | hit rate 0.093% among 330,000 | recombinant procaspase-7, Ac-DEVD-pNA absorbance 405 nm; D23A/D198A/D206A triple mutant, cannot self-cleave; scale: DMSO 0, 5 µM enzyme 100 | Caspase-7 (Homo sapiens), P55210;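 active = percent activation above the screen-wide mean plus 3 SD, cut at about 25% in these data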
# Target sequence (P55210 whole entry D23A/D198A/D206A): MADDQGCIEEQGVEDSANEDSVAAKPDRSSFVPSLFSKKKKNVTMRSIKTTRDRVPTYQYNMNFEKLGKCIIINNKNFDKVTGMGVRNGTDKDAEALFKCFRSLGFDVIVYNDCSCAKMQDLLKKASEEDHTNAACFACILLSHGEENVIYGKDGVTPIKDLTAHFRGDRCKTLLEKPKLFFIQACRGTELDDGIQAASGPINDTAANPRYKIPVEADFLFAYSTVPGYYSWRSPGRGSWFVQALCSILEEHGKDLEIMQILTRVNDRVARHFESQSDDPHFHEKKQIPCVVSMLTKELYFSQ
#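 System: Uncleavable procaspase-7 mutant enzyme; Amount: 2 µM procaspase-7 mutant as dispensed; Schedule: 1 h compound preincubation, 2 h substrate cleavage, 25 °C; Measured by: 405 nm absorbance of p-nitroaniline; Evaluation: percent activation from buffer-corrected 0–120 min absorbance change; Control set: low DMSO alone, high DMSO plus 5 µM PC-7.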
# RPL19A-GFP yeast: RPL19A-GFP expression modulators in yeast, primary screen, cell-based, S. cerevisiae, multiplex flow cytometry, MLPCN. S. cerevisiae RPL19A-GFP strain, 3 h; hits give low values. percent response vs DMSO, % at 10 µM. hit rate 0.3% among 330,000;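 active = percent response vs DMSO below 50%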;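 also: median channel GFP fluorescence of the barcoded RPL19A-GFP strain; ratio of sample median GFP to plate DMSO average so 100% = DMSO; lower means less RPL19A-GFP as with rapamycin TOR inhibition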
# MEP2-GFP yeast: modulators of MEP2-GFP levels in yeast, primary screen, S. cerevisiae, multiplex flow cytometry, MLPCN library; AID 2016, 2009; GFP response vs DMSO, % at 10 µM; hit rate 0.51% among 330,000; S. cerevisiae MEP2-GFP strain, 3 h; 100% = DMSO control level;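 active = GFP response versus DMSO above a set limit, roughly screen mean plus 3 SD, cut at about 180% in these data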;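 also: median GFP fluorescence of the barcode-gated MEP2-GFP cells per well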
# procasp3 activ: activators of human procaspase-3 D3A mutant, primary screen, biochemical, absorbance, PC-3 D3A mutant, single concentration; Caspase-3 (Homo sapiens), P42574; recombinant procaspase-3 D3A, Ac-DEVD-pNA absorbance 405 nm; activation, % at 8.5 µM; hit rate 0.11% among 330,000; AID 463141, 2010;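 active = activation above the mean of all tested compounds plus 3 SD, cut at about 21% in these data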;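 also: 0% = DMSO alone and 100% = DMSO wells spiked with extra 5 µM PC-3 D3A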
# Target sequence (P42574 whole entry D9A/D28A/D175A): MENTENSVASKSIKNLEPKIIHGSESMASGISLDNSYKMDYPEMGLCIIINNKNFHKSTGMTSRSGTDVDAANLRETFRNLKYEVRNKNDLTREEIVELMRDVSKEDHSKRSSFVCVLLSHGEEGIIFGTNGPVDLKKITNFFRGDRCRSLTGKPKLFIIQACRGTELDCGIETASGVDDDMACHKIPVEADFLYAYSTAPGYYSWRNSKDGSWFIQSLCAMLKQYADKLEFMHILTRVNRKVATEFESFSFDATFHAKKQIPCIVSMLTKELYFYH
#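 System: Procaspase-3 D3A mutant. Medium: Zinc-free 300 mM NaCl, 50 mM HEPES, 0.01% Triton X-100. Schedule: 1 h preincubation plus 2 h reaction at 25 °C. Measured by: 405 nm absorbance of p-nitroaniline, reads at 0 and 120 min. Read-out: percent activation relative to control range.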
# JMJD2C inh: inhibitors of GASC-1 histone demethylase, primary screen, biochemical, fluorescence, DELFIA europium; hit rate 0.069% among 330,000; GST-JMJD2C(1-420) H3K9me3 demethylation; Lysine-specific demethylase 4C (Homo sapiens), Q9H3R0; AID 2099, 2009; inhibition, % at 2.35 µM;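 active = more than half of a compound's replicate wells show inhibition beyond 50%, single wells judged on their own value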;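 also: signal counts dimethyl H3K9 product captured on neutravidin plate; 0% = median of DMSO wells and 100% = 0.3 times that DMSO median; strong numbers were not always called active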
# Target sequence (Q9H3R0 1-420 limits assumed): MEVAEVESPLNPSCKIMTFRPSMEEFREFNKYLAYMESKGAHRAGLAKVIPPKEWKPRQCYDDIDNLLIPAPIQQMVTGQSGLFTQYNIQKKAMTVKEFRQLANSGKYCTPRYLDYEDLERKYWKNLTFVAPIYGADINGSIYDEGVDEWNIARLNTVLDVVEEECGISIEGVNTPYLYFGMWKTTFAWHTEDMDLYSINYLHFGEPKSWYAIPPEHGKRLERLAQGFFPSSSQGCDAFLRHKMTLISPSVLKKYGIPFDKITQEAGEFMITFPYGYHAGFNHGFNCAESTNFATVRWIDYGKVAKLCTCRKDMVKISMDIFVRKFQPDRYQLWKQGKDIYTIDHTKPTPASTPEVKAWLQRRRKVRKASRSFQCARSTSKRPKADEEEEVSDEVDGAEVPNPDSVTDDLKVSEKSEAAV
# Active calls of the source: *; . = not tested or not shown; [ ] = remark or other dose. The order is random; overall some 3.8% were active at least once.
SMILES,Yeast superoxide,LAP4 TOR yeast,AHR act,procasp7 counter,RPL19A-GFP yeast,MEP2-GFP yeast,procasp3 activ,JMJD2C inh
CC(C)CN1CCNC(=O)C1CC(=O)NCCc1ccc(C(F)(F)F)cc1 (stereo unspecified),109,96,0,5,96,99,-7,-5
O=C(CSc1ncc(-c2ccc(F)cc2)n1Cc1ccco1)Nc1ccc2c(c1)OCO2,113,105,20,-9,96,97,-5,15
CCCN1C(=O)CC(c2ccco2)Sc2ccccc21 (stereo unspecified),141,96,3,14,96,101,7,-1
COC(=O)c1ccc(COc2ccccc2/C=N/NC(N)=O)o1,95,103,2,11,106,109,-4,-20
S=C(NCCc1c[nH]c2ccccc12)NC1CCCCC1,93,103,13,-1,98,95,3,6
CCOC(=O)N1CCC(NC(=O)c2cc(S(=O)(=O)N3CCCCC3)ccc2F)CC1,95,115,-1,1,97,96,1,7
Cc1sc(NC(=O)CSC2=NCCS2)nc1-c1ccccc1,91,110,23,6,101,105,4,21
CCCCNC(=O)CSc1nc2n[nH]c(C)c2c(=N)n1-c1cccc(Cl)c1C,87,96,14,10,96,98,3,-6
CNC(=O)C(=O)NCC(c1cccs1)S(=O)(=O)c1ccc(F)cc1 (stereo unspecified),72,102,2,-1,97,103,-2,2
O=C(NCc1ccco1)c1c2c(nc3ccccc13)CCC2,99,94,1,-5,98,105,-5,-1
O=C(Cc1ccccc1)NCCSCc1ccccc1,97,97,4,9,104,113,4,-5
N#CCCN(C(=O)COC(=O)CNS(=O)(=O)c1ccc2ccccc2c1)c1ccccc1,94,102,2,-1,100,96,-6,12
Cc1nc(Cl)cc(N/N=C/c2ccc(O)cc2O)n1,103,98,1,-9,103,101,-13,7
O=c1[nH]c2ccccc2[nH]c1=O,93,101,0,2,99,100,11,2
N#CC1=C(N)C(C#N)(C#N)[C@H](c2ccoc2)[C@H]2CN(Cc3ccccc3)CC=C12,116,102,3,-8,97,102,-3,7
O=C1NC(=O)C(c2cn(-c3ccccc3)nc2-c2ccc(F)cc2)N1 (stereo unspecified),84,106,6,9,97,92,3,9
CC(C)n1nc(C(=O)Nc2ccc3c(c2)OCO3)c2ccccc2c1=O,117,110,22,-1,113,113,3,8
CC(=O)Nc1ccc(S(=O)(=O)Nc2ccc(S(=O)(=O)Nc3nccs3)cc2)cc1,93,93,-1,-6,103,102,-2,-1
O=C(NCCCN1CCOCC1)c1ccc(CNS(=O)(=O)c2ccc(F)cc2)cc1,97,104,2,-16,101,103,0,-13
C=CCNC(=S)NNC(=O)C(CCCC)CC(C)O (stereo unspecified),93,99,1,3,98,102,1,6
C=CCNC(=S)Nc1ccc(Cl)cc1,101,104,1,6,97,101,-1,-3
O=C(COC(=O)Cc1ccsc1)Nc1ccc(Cl)cn1,107,107,1,-10,96,107,6,-6
Cn1cnnc1Sc1ccc(C(=O)OCC(=O)Nc2ccccc2)cc1[N+](=O)[O-],134,110,0,-3,104,112,-2,-10
COc1ccc(NC(=O)CCCn2c(=O)c3sccc3n(Cc3ccc(C)cc3)c2=O)cc1,109,89,1,-9,95,92,-10,-13
O=c1c2c([nH]c3ccccc13)CCCC2,103,113,1,8,97,97,2,0

# Taken from the entries so far, 16 compounds:
SMILES,Yeast superoxide,LAP4 TOR yeast,AHR act,procasp7 counter,RPL19A-GFP yeast,MEP2-GFP yeast,procasp3 activ,JMJD2C inh
CCOC(=O)N1CCC(NC(=O)c2cc(S(=O)(=O)N3CCCCC3)ccc2F)CC1,95,115,-1,1,97,96,1,7
Cc1sc(NC(=O)CSC2=NCCS2)nc1-c1ccccc1,91,110,23,6,101,105,4,21
CCCCNC(=O)CSc1nc2n[nH]c(C)c2c(=N)n1-c1cccc(Cl)c1C,87,96,14,10,96,98,3,-6
CNC(=O)C(=O)NCC(c1cccs1)S(=O)(=O)c1ccc(F)cc1 (stereo unspecified),72,102,2,-1,97,103,-2,2
O=C(NCc1ccco1)c1c2c(nc3ccccc13)CCC2,99,94,1,-5,98,105,-5,-1
O=C(Cc1ccccc1)NCCSCc1ccccc1,97,97,4,9,104,113,4,-5
N#CCCN(C(=O)COC(=O)CNS(=O)(=O)c1ccc2ccccc2c1)c1ccccc1,94,102,2,-1,100,96,-6,12
Cc1nc(Cl)cc(N/N=C/c2ccc(O)cc2O)n1,103,98,1,-9,103,101,-13,7
O=c1[nH]c2ccccc2[nH]c1=O,93,101,0,2,99,100,11,2
N#CC1=C(N)C(C#N)(C#N)[C@H](c2ccoc2)[C@H]2CN(Cc3ccccc3)CC=C12,116,102,3,-8,97,102,-3,7
O=C1NC(=O)C(c2cn(-c3ccccc3)nc2-c2ccc(F)cc2)N1 (stereo unspecified),84,106,6,9,97,92,3,9
CC(C)n1nc(C(=O)Nc2ccc3c(c2)OCO3)c2ccccc2c1=O,117,110,22,-1,113,113,3,8
CC(=O)Nc1ccc(S(=O)(=O)Nc2ccc(S(=O)(=O)Nc3nccs3)cc2)cc1,93,93,-1,-6,103,102,-2,-1
O=C(NCCCN1CCOCC1)c1ccc(CNS(=O)(=O)c2ccc(F)cc2)cc1,97,104,2,-16,101,103,0,-13
C=CCNC(=S)NNC(=O)C(CCCC)CC(C)O (stereo unspecified),93,99,1,3,98,102,1,6
C=CCNC(=S)Nc1ccc(Cl)cc1,101,104,1,6,97,101,-1,-3

# Additional structures follow:
SMILES,Yeast superoxide,LAP4 TOR yeast,AHR act,procasp7 counter,RPL19A-GFP yeast,MEP2-GFP yeast,procasp3 activ,JMJD2C inh
C=CCOC(=O)C1=C(C)NC(C)=C(C(=O)OCC=C)C1c1ccco1,81,106,30,-6,100,93,3,-42
O=C(NC1CCCCC1)Nn1c(-c2ccccc2)nc2ccccc2c1=O,90,81,1,7,95,87,11,-4
O=C(O)c1cc(-c2ccc(/C=N/N3C(=O)C4C5C=CC(CC5)C4C3=O)o2)ccc1Cl (stereo unspecified),103,102,0,0,99,99,3,-12
CCCNC(=O)C1CCC(CNS(=O)(=O)c2ccc3c(c2)N(C(C)=O)CCO3)CC1 (stereo unspecified),79,99,-1,-1,103,104,8,-1
COc1cccc(CNC(=O)CCC2CCCN(C(=O)c3cc(C)on3)C2)c1 (stereo unspecified),91,101,2,-4,104,101,-3,-6
Cc1nc(Cc2nnc(SCC(=O)N(C)c3ccccc3)o2)cs1,110,105,-1,4,98,96,-4,-3
COCCn1c(SC(C)C(=O)NC2CCCCC2C)nc2ccccc2c1=O (stereo unspecified),106,106,2,0,93,91,4,-6
O=C(Nn1cnc2ccccc2c1=O)c1ccccc1,93,94,5,3,105,104,8,27
Oc1ccc(/C=N/NC(=S)Nc2cccnc2)cc1,106,103,54*,-24,112,100,-6,-7
Cc1nc(/N=C(\N)NC(=O)N2c3ccccc3Sc3ccccc32)nc2ccccc12,96,121,46,5,96,127,3,-7
COc1ccccc1CN1CCN(C(c2ccccc2)c2ccccc2)CC1,106,89,1,2,102,105,0,8
O=C(/C=C/Nc1ccc(S(=O)(=O)Nc2ncccn2)cc1)c1cccs1,99,101,8,-8,94,104,-8,-2
CCN(CC(=O)Nc1cc(Cl)ccc1C)C(=O)CCOc1ccccc1C,106,98,1,-2,101,100,0,-2
CCCn1c(N)c(C(=O)CSc2nnc(-c3c[nH]c4ccccc34)n2C2CC2)c(=O)[nH]c1=O,110,95,18,4,105,107,4,-3
O=C(NC1CCCCCCC1)C1CCC(CNc2c(N3CCCC3)c(=O)c2=O)CC1 (stereo unspecified),94,97,-1,3,102,102,6,-1
CCn1ncc(Br)c1C(=O)Nc1cc(C)ccc1F,104,83[may fluoresce violet],1,11,71[may fluoresce violet],233*[may fluoresce violet],-7,0
COc1ccc(CN(C)C(=O)COC(=O)c2c(-c3ccccc3Cl)noc2C)cc1,104,104,1,13,105,108,-4,3
CC[N+]1(CC(O)COC2CC(C)CC(C)(C)C2)CCOCC1 (stereo unspecified),119,97,4,1,100,103,-2,5
Nn1c(SCC(=O)Nc2ccc3c(c2)OCCO3)nnc1-c1ccccn1,54*,94,17,-19,98,104,-6,-6
Cn1c(=O)n(C)c2cc([N+](=O)[O-])c(N3CCN(C(=O)c4ccccc4Cl)CC3)cc21,108,100,-3,-6,97,99,0,-2
COc1cccc(/C=C2\SC(=O)N(CCC(=O)N3CCC(C(=O)O)CC3)C2=O)c1,100,97,-2,-17,99,110,-4,2
Cc1nc(/C=C/c2ccccc2)[nH]c(=O)c1-c1ccccc1,110,101,0,-1,103,100,2,-26
COc1cccc(NC(=O)C2C3CCC4C(CCC32)C4(Cl)Cl)c1 (stereo unspecified),108,96,5,-7,101,94,-4,-4
Cc1cc(=S)nc(-c2ccccn2)[nH]1,96,146,0,-27,74,103,-6,.
CCN(CC)Cc1cc(C(=O)O)c(C)o1,88,107,3,11,94,105,6,-23

# (cont.)
SMILES,Yeast superoxide,LAP4 TOR yeast,AHR act,procasp7 counter,RPL19A-GFP yeast,MEP2-GFP yeast,procasp3 activ,JMJD2C inh
CCNc1nc(N)nc(Oc2ccc(OCc3ccccc3)nn2)n1,74,92,2,4,96,98,1,8
Cc1ccc(C(c2sc3nc(C)nn3c2O)N2CCN(c3ccccc3)CC2)cc1 (stereo unspecified),95,65,0,2,87,79,7,-4
CCOC(=O)C1=NN(C(=O)COc2ccccc2)C(O)(c2ccc(Br)cc2)C1 (stereo unspecified),99,106,1,-7,106,102,14,2
CCOC(=O)Cc1csc(N/C(=N/S(=O)(=O)c2ccc(F)cc2F)c2ccccc2)n1,101,93,-2,1,105,100,-4,-5
CC(=O)Oc1cccc(N2C(=O)C3CC=CCC3C2=O)c1 (stereo unspecified),92,93,2,19,93,93,5,-4
CN1C=CC=C/C1=C1\SC(=S)N(CC(=O)O)C1=O,102,100,-1,-27,96,94,-19,0
CC(=O)Nc1ccc(-n2cc(-c3ccccc3)[nH]c2=S)cc1,95,100,32,-22,119,122,-19,-2
Cc1nc(Cl)c2oc3ccccc3c2n1,88,94,5,6,94,101,5,1
CC(Oc1ccccc1)C(=O)OCC(=O)NC(=O)NCc1ccco1 (stereo unspecified),82,102,1,3,101,100,-3,-6
O=C(NCc1ccco1)c1nc2nc(-c3cccs3)cc(C(F)(F)F)n2n1,89,97,42,-19,97,94,-7,-1
Clc1cccc(Cl)c1COc1ccccc1CNn1cnnc1,98,113,59*,-1,112,108,2,13
CCN(CC)CCN(Cc1cc2cc3c(cc2[nH]c1=O)OCCO3)C(=S)NCCCOC,101,115,16,-13,113,118,-9,-1
O=C(COc1ccccc1[N+](=O)[O-])Nc1ccccc1N1CCCCC1,96,93,9,1,90,85,-1,-2
CC(C)Cn1nc(C(=O)NCc2ccccc2CN2CCCC2)c2ccccc2c1=O,107,93,1,-11,98,98,1,-6
